dFosB act = activators of delta FosB homodimer, primary screen, biochemical, fluorescence polarization, TAMRA-CDK5 oligo, single point | Protein FosB (Mus musculus), P13346 | purified delta FosB; percent of positive-control signal above neutral wells | activation, % at 25 µM | 340,000 compounds, 0.99% hits;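 active means mean activation above about 17%, with every replicate also reaching it, limit read from the data, passing the limit was not always enough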;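 further: fluorescence polarization rise as delta FosB binds a TAMRA Cdk5 AP-1 oligo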
Mot1-301 SUMO = yeast Mot1-301 growth rescue at high temperature, primary screen, SUMOylation pathway inhibitor project, S. cerevisiae, ATP luminescence, 38.5C; S. cerevisiae Mot1-301 growth rescue; percent above DMSO median, 100 means doubled; growth rescue, % at 18.8 µM; 320,000 compounds, 1% hits; AID 2716, 2010;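 active means every valid replicate shows activation above 250% relative to neutral control wells; inactive means the rest, any valid replicate at or below 250%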;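 further: OY570 slx delta 5 strain wells were the positive control but not used for scaling; some compounds called inactive have numbers as strong as hits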
SR-BI DiI-HDL act = activators of SR-BI mediated DiI-HDL uptake, primary screen, ldlA[mSR-BI] CHO cells, DiI fluorescence. activation, % at 12.5 µM. AID 504775, 2011. 3 h; 100 = double the neutral-control signal. 320,000 compounds, 0.096% hits;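 active means mean replicate activation of at least 60% and every replicate at or above 60%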;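 further: 0% = median plate neutral-control signal and 100% = twice that signal; values of inactives mirror those of a sister screen read the other way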
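Test system: SR-BI-overexpressing, LDLR-lacking CHO cells; Also added: labelled HDL, 10 µg/mL; Measured by: bottom-read cell fluorescence after medium removal, ex 550/em 595 nm; Timing: 3 h uptake period with compound, 37 °C; Buffer or medium: F12, 0.5% BSA, 25 mM HEPES; Doses: single compound concentration, delivered by pin transfer.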
PKA-R2B act = activators of PKA-R2B holoenzyme, primary screen, biochemical, fluorescence polarization, Cy5-IP20, human | AID 504700, 2011 | activation, % at 11.4 µM | 340,000 compounds, 0.079% hits | PKA-R2B holoenzyme dissociation; R2B truncated from residue 108, S112A mutant; 0% DMSO only, 100% 113 µM cGMP | cAMP-dependent protein kinase catalytic subunit beta (Homo sapiens) + cAMP-dependent …;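 active means activation above a cutoff set at the mean over all compounds plus 3 SD, cut at about 18% in these data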;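 further: higher means more holoenzyme dissociation and a rise in polarization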
NSD2 inh = NSD2 histone methyltransferase inhibitors, primary screen, biochemical, AlphaScreen, single concentration, set 2; Histone-lysine N-methyltransferase NSD2 (Homo sapiens), O96028; NSD2 peptide methylation, 120 min; inhibition, % at 12.5 µM; 310,000 compounds, 0.54% hits; AID 743445, 2014; in the data active means inhibition above about 50%
PKA-R1A activ = activators of PKA-R1A holoenzyme, primary screen, biochemical, fluorescence polarization, Cy5-IP20, bovine R1A, mouse PKAc. cAMP-dependent protein kinase type I-alpha regulatory subunit (Bos taurus) + …. PKA-R1A dissociation; scaled: DMSO 0%, 113 µM cGMP 100%. activation, % at 11.4 µM. 340,000 compounds, 0.083% hits. AID 504707, 2011;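 active means percent activation above the mean of all tested compounds plus 3 SD, cut at about 19% in these data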;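 further: higher means more PKAc released from R1A so a rise in polarization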
MITF TRPM1 HTS = activators of MITF-driven TRPM1 promoter reporter, primary screen, cell-based, SK-MEL-5, luciferase, single point | SK-MEL-5 TRPM1-promoter luciferase, 24 h; % of positive control, neutral wells = 0 | activation, % at 12.5 µM | 300,000 compounds, 0.75% hits;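 active means mean activation of at least 80% with every replicate also reaching 80%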;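 further: 0% = neutral control wells and 100% = parthenolide positive control wells; values of inactives mirror those of a sister screen read the other way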
Arrestin-AP2 inh = inhibitors of beta-arrestin/AP2 binding, primary screen, biochemical, GPCR trafficking, flow cytometry. FITC-arrestin peptide / GST-AP2 beads; AP2 beta2 appendage carries R879A mutation. inhibition, % at 10 µM. 340,000 compounds, 0.31% hits. AID 504490, 2011;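 active means inhibition above a set limit, near 3 SD of compounds lacking own fluorescence, cut at about 54% in these data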;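 further: plate controls were DMSO wells for no effect and 5 µM unlabelled arrestin peptide for full effect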
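Material – AP2 appendage R879A on GSH beads · Buffer or medium – PBS with 0.05% Tween 20 and 0.1% BSA · Probe or stimulus – fluorescein-tagged arrestin peptide at 50 nM final · Incubation – compound with beads 12 min RT, then probe 1 h RT · Detection – high-throughput flow cytometry of beads, ex 488, em 535 nm · Evaluation – percent response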
DSG3 Ab inh = inhibitors of pemphigus antibody binding to DSG3, primary screen, biochemical, bead-based, flow cytometry, scFv-GFP; binding (percent of control), % at 10 µM; 310,000 compounds, 0.48% hits; DSG3-coupled beads, scFv-anti-DSG3-GFP binding; hits give low values; Desmoglein-3 (Homo sapiens), P32926;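 active means binding more than 3 SD below its plate's average and above zero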;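 further: hits lower antibody fragment binding to DSG3; some compounds called inactive have numbers as strong as hits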
Target sequence (P32926 whole entry, looked up, the tested form may be a part): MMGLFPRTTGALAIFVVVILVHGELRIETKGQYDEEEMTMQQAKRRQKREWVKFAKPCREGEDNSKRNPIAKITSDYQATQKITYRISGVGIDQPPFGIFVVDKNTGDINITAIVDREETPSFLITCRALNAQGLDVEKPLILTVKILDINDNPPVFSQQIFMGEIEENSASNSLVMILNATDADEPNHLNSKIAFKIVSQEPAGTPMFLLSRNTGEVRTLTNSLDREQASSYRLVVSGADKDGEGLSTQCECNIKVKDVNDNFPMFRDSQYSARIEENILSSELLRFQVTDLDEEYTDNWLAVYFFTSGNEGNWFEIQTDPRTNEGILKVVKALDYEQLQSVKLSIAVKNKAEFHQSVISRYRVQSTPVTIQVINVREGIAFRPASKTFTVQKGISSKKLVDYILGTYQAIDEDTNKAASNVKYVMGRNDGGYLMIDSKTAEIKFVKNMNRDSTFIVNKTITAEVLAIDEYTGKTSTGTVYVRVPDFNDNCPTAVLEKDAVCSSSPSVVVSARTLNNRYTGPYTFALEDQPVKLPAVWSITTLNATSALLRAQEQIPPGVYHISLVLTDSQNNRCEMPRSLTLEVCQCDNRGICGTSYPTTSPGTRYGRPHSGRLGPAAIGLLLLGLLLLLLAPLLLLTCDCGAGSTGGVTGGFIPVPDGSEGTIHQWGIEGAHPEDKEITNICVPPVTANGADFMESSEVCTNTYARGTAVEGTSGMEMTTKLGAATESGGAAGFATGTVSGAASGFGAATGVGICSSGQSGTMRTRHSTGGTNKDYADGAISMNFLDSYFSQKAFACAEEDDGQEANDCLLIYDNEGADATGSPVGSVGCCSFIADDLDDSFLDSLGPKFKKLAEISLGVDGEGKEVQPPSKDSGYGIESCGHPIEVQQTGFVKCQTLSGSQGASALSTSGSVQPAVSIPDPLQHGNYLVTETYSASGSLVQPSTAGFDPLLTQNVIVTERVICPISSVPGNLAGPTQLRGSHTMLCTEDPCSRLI
SR-BI DiI inh = inhibitors of SR-BI mediated HDL lipid uptake, primary screen, ldlA[mSR-BI] cells, fluorescence, single point; Scavenger receptor class B member 1 (Mus musculus), Q61009; ldlA[mSR-BI] CHO cells, DiI-HDL uptake fluorescence, 3 h; inhibition, % at 12.5 µM; 320,000 compounds, 0.96% hits; AID 488896, 2010;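 active means mean replicate inhibition of at least 70% and a set share of replicates each scoring 70 or more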;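 further: 0% = median of neutral control wells and 100% = median of positive control wells; values of inactives mirror those of a sister screen read the other way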
CDK5 inh = inhibitors of human CDK5/p35 kinase, primary screen, biochemical, single concentration | Cyclin-dependent kinase 5 (Homo sapiens) + Cyclin-dependent kinase 5 activator 1 (Homo … | inhibition, % at 10 µM | Recombinant CDK5/p35, ADP-Glo luminescence, 60 min | AID 488839, 2010 | 330,000 compounds, 0.01% hits;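 active means highest replicate inhibition of at least 50% and at least 75% of replicates reaching 50%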;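 further: plate controls were DMSO neutral control for no effect and GW8510 at 10 µM for full effect; many of its hits are not listed in these tables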
Active calls of the source: *; · = not tested or not shown.

molecule	MITF TRPM1 HTS	CDK5 inh	dFosB act	DSG3 Ab inh	PKA-R2B act	SR-BI DiI-HDL act	NSD2 inh	Arrestin-AP2 inh	PKA-R1A activ	SR-BI DiI inh	Mot1-301 SUMO
Cc1cc(Br)ccc1NC(=O)CN(C)C(=O)CN1C(=O)NC2(CCCC2)C1=O	6.1	-0.6	-11.5	108.9	-7.8	0.7	0.4	42.7	-3.9	-0.7	-9.7
COc1cc(C(=O)OCC(=O)c2cc(C)n(CC3CCCO3)c2C)ccc1OCC(=O)N1CCOCC1 (configuration not stated)	10.9	1.9	1.7	101.5	-5.9	·	4.3	-1.3	-6.1	·	-0.7
O=C(NCc1ccco1)C(c1ccncc1)N(CCC1=CCCCC1)C(=O)Cn1nnc2ccccc21 (configuration not stated)	2.3	2.1	-2.7	106.0	-4.7	13.9	15.1	3.7	-2.1	-13.9	493.1
Cc1ccc(NC(=O)COC(=O)CCc2ccc(S(=O)(=O)N3CCOCC3)cc2)cc1C	10.8	2.6	-9.7	102.1	0.2	23.2	-1.9	6.9	5.4	-23.2	12.4
CCOC(=O)C1=C(c2ccccc2)N=C2SCC(=O)N2C1c1ccc2c(c1)OCO2 (configuration not stated)	-1.1	0.7	3.1	102.1	0.2	4.2	1.8	2.4	-1.3	-4.2	-17.7
COC(=O)CN(c1nc(C)c(Cl)c(OC)n1)S(=O)(=O)c1ccc(C)cc1	-10.2	-1.7	-9.6	100.3	-14.6	-12.9	0.1	2.9	1.0	12.9	24.7
CCOC(=O)c1[nH]c(C)c(C(=O)NCCc2ccc(OC)cc2)c1C	-9.1	-1.1	-3.7	126.1	-5.9	-0.7	4.3	1.8	0.8	0.7	10.8
COc1cc(NC(=O)Cc2cccc3ccccc23)c(C(=O)O)cc1OC	15.7	-0.8	-5.1	95.5	-6.4	-3.3	2.3	5.6	-3.7	3.3	18.2
Cc1nnc(SCC(=O)Nc2ccc(F)cc2)n(N)c1=O	3.4	-0.8	11.1	101.7	-4.3	15.5	-3.9	0.3	-3.4	-15.5	1.5
CCOC(=O)c1ccccc1NC(=O)c1ccccc1N(C)S(C)(=O)=O	7.7	1.0	0.0	102.6	-5.9	21.9	-0.4	-14.1	1.1	-21.9	8.7
CCCCC(=O)Nc1ccc(C(=O)c2ccccc2)cc1	23.1	-0.8	1.4	100.5	-12.9	-16.4	-1.8	28.0	-3.5	16.4	5.6
NC(=O)N1CCc2ccccc21	-5.9	-2.4	-2.3	100.3	1.1	31.5	28.7	1.6	-11.1	-31.5	-3.3
Clc1ccc(CSCCc2ccncc2)cc1	43.2	2.5	-7.9	97.8	2.2	15.9	6.5	6.6	7.8	-15.9	-9.0
Cc1ccc(SCC(=O)c2ccc[nH]2)cc1	69.9	0.9	-4.3	118.6	-5.2	-1.7	·	-12.7	-7.2	1.7	77.5
CC1CC1C(=O)Nc1cc(S(=O)(=O)N2CCOCC2)ccc1N1CCCC1 (configuration not stated)	11.7	-0.6	2.3	101.5	4.1	14.2	-0.7	39.5	-6.9	-14.2	3.9
N#Cc1ccc(C(=O)Nc2ccc3ccccc3c2)cc1	72.9	10.9	-1.7	93.0	-0.1	-52.7	-0.2	-3.0	-11.8	52.7	207.2
CCOC(=O)c1cc(-c2nnc(-c3ccc(Oc4ccccc4)cc3)o2)c(C)nc1C	4.2	-0.9	-5.8	108.0	4.5	-4.2	·	7.0	6.1	4.2	-21.2
CCn1c(-c2c(Cl)c(C)nn2C)n[nH]c1=S	-2.9	-0.2	1.6	103.4	-4.4	10.8	-1.8	23.6	0.7	-10.8	108.8
Cn1c2ccccc2c(=O)c2cc(C#CC3(O)CCCCC3)ccc21	-24.6	1.8	-0.9	98.5	-16.3	5.0	·	10.5	-13.2	-5.0	-33.7
Cc1cc(NCc2ccccn2)n2nc(C)c(-c3ccccc3)c2n1	·	1.3	-13.0	100.0	-16.9	-12.8	-2.2	4.3	-1.4	12.8	-31.3
O=C(Nc1nc2cc3c(cc2s1)OCCO3)c1ccco1	-63.0	-0.1	2.0	·	-1.2	-15.2	-1.4	12.8	-15.9	15.2	-18.4
CCCc1cc(C(=O)N2CCC(N3CCC(C(=O)NC(C)C)CC3)CC2)n(C)n1	-7.9	-2.8	1.2	95.2	-7.2	-7.1	-1.0	2.5	-5.1	7.1	-1.8
O=C(COC(=O)c1cccnc1Cl)c1cccc(Cl)c1	·	-2.0	0.0	99.5	-3.6	-12.2	-1.2	-0.6	3.0	12.2	3.2
CNc1nc(OCCNC(=O)Nc2ccccc2)nc(N2CCOCC2)n1	·	0.1	2.2	·	3.1	8.6	1.1	-2.1	1.8	-8.6	-10.3
CCOc1ccccc1CN1CCNC(=O)C1CC(=O)NCc1cc(C)n(C)n1 (configuration not stated)	10.5	0.0	-10.5	99.2	-6.1	12.7	3.4	1.1	-1.4	-12.7	1.9
CCN(CCO)Cc1csc2ccc(Cl)cc12	-7.7	2.0	0.0	101.2	-5.0	70.0*	-1.1	-0.1	-6.0	-70.0	-6.6
COC(=O)Cc1nc2c(N)nc(N)nc2[nH]c1=O	-4.6	1.6	6.7	114.2	-1.8	15.9	-2.6	-1.6	1.9	-15.9	·
Cc1ccc(CNC(=O)COC(=O)c2ccc(Br)cc2)cc1	6.3	-1.5	-3.6	92.0	-1.8	38.7	0.1	2.6	-11.3	-38.7	0.3
O=C(O)c1cnc(-c2ccccc2)nc1Sc1cccc(Cl)c1	·	0.5	-12.9	·	0.5	11.0	·	15.6	1.1	-11.0	-9.0
Cc1nc(NCCc2ccccc2F)c(C#N)c(C)c1[N+](=O)[O-]	1.2	1.0	4.2	170.0	-1.3	-74.4	-1.3	0.6	0.8	74.4*	-1.4
CCN(C(=O)COC(=O)c1c(NC(C)=O)sc(C)c1C)C1CCS(=O)(=O)C1 (configuration not stated)	-11.4	-0.6	0.1	123.5	-9.0	-51.8	-0.7	-3.2	1.6	51.8	0.5
CC1CN(C(=O)c2cc3cc(Cl)ccc3[nH]2)CC(C)O1 (configuration not stated)	-18.5	0.4	-12.5	95.3	5.2	-23.4	·	26.4	2.5	23.4	-27.3
Clc1ccc(/C=N/NC(=Nc2ccccc2)c2ccccn2)c(Cl)c1	13.6	1.3	-7.1	100.5	0.3	13.8	1.1	22.8	-6.1	-13.8	3.3
O=C(Nc1ccccc1Cl)N1CCSc2ccccc21	·	0.1	-3.1	107.0	2.7	-2.6	·	-0.4	2.8	2.6	15.1
Cc1ccc(NC(=O)CN(C)C(=O)CCCN2C(=O)c3ccccc3C2=O)cc1	·	-0.5	1.5	108.5	-4.3	-41.4	-2.3	2.8	-2.3	41.4	0.7
CCCc1cc(=O)oc2cc(C)cc(OC(C)C(=O)NCc3ccncc3)c12 (configuration not stated)	2.6	1.0	-15.5	80.7	-0.9	0.8	-2.5	-1.4	-8.3	-0.8	-5.1
COCCCNC(=O)CC1C[C@H](C(=O)N2CCCCC2)[C@@]2(CCc3ccccc3)c3[nH]c4ccccc4c3CCN2C1=O (some centres not stated)	0.9	1.7	-1.5	96.4	-11.3	-2.6	·	-0.1	-2.1	2.6	-9.5
C=CCC(C(=O)c1ccccc1)[N+](C)(C)CC=C (configuration not stated)	5.4	0.5	2.0	98.0	2.8	-8.3	-2.7	12.9	-3.3	8.3	680.3
CN(C)c1ncnc2c1ccn2C1OC(CO)C(O)C1O (configuration not stated)	-0.8	1.1	-2.8	89.0	-8.2	16.8	-0.4	32.7	1.5	-16.8	·
CCCC(CCC)C(=O)Oc1cc(C)[nH]c(=O)c1[N+](=O)[O-]	0.8	-0.9	-2.2	90.1	3.2	10.9	-0.7	2.8	-4.8	-10.9	-8.6
COc1ccc(CNc2ccc(C)c(C)c2)c(OC)c1OC	4.0	0.4	-1.9	110.4	-1.5	-25.4	3.0	-8.7	-2.4	25.4	-14.1
O=C(CN1CCOc2ccccc21)NCc1ccc(F)cc1	-4.6	0.3	-4.1	105.6	-2.3	-4.3	·	0.3	6.3	4.3	10.3
COc1ccc(Cc2nnc(NC(=O)CS(=O)(=O)c3ccccc3)s2)cc1OC	-0.2	-0.3	-17.4	119.2	-3.0	19.7	1.6	35.7	6.1	-19.7	-4.6
COc1ccccc1C(=O)COC(=O)c1cnc(C)cn1	-11.2	2.3	-5.3	103.4	-2.4	8.0	-2.6	-3.6	-6.3	-8.0	49.9
CCOC(=O)c1cnc(SCC(=O)N2CCC(C(N)=O)CC2)nc1N	10.1	0.0	-12.8	97.7	1.7	13.3	-0.9	20.3	-7.5	-13.3	·
COc1ccc(NC(=O)NN(C(=O)c2ccccc2)C(C)(C)C)cc1	2.3	1.5	0.0	86.5	-0.7	-1.2	0.5	9.6	-1.0	1.2	-16.8

2 entries from above, with values under each structure:
Values in the order: MITF TRPM1 HTS	CDK5 inh	dFosB act	DSG3 Ab inh	PKA-R2B act	SR-BI DiI-HDL act	NSD2 inh	Arrestin-AP2 inh	PKA-R1A activ	SR-BI DiI inh	Mot1-301 SUMO
COc1ccc(CNc2ccc(C)c(C)c2)c(OC)c1OC
  4.0	0.4	-1.9	110.4	-1.5	-25.4	3.0	-8.7	-2.4	25.4	-14.1
COc1ccc(NC(=O)NN(C(=O)c2ccccc2)C(C)(C)C)cc1
  2.3	1.5	0.0	86.5	-0.7	-1.2	0.5	9.6	-1.0	1.2	-16.8

Screens as filed in PubChem BioAssay.
